Compound activity (PubChem)
CHT inh: inhibitors of human choline transporter CHT; High affinity choline transporter 1 (Homo sapiens), Q9GZV3; CHT-expressing cells, membrane potential dye, choline response; active compounds read low; B-score at 10 µM; actives 0.86% (n = 310,000); AID 488975, 2010;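 active means B-score over 3 SD under the library average, and starting fluorescence ratio not unusually high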;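 further: choline stimulus applied at its EC90 after an EC20 pre-addition; B-score computed on integrated fluorescence ratio after choline addition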
KCNQ2 inh: KCNQ2 potassium channel inhibitors, primary screen, cell-based, CHO-K1, FluxOR thallium flux, B-score (AID 2156). Potassium voltage-gated channel subfamily KQT member 2 (Rattus norvegicus), O88943. 20 min; active compounds read low. B-score at 10 µM. actives 1.1% (n = 310,000);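 active means fluorescence ratio B-score at most minus 3 library SDs, with starting brightness B-score within 2 library SDs, cut at about -5.5 in these data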
Target sequence (O88943 whole entry, looked up): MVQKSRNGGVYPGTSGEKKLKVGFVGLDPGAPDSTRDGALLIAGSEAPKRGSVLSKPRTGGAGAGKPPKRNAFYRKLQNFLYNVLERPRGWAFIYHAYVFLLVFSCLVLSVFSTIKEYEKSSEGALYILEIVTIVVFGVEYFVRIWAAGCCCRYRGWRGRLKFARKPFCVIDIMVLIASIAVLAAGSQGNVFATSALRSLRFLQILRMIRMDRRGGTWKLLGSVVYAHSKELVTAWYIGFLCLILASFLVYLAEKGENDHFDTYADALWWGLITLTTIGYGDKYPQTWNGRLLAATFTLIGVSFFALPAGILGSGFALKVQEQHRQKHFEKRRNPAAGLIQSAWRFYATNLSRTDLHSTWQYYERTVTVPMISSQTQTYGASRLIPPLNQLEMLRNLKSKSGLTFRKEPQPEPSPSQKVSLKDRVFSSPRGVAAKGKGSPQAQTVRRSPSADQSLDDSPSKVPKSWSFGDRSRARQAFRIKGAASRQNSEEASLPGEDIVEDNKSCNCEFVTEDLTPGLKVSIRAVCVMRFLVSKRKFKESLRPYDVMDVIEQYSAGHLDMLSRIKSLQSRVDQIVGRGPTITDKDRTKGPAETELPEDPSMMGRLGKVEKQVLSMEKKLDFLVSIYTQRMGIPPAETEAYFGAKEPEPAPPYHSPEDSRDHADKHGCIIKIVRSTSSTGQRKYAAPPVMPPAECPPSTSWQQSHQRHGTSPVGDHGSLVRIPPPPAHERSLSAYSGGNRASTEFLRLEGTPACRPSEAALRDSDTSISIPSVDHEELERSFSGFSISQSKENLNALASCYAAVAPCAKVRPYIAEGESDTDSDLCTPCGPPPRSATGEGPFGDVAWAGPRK
The depositor's hits bear a star; i = inactive; nt = not tested or not shown. This is a random part of the collection. About 1.9% of those tested had a hit in this group.

Sample of the layout (5 entries):
SMILES	CHT inh	KCNQ2 inh
O=C(CN1C(=O)S/C(=C\c2cccs2)C1=O)Nc1ccc(O)c(C(=O)O)c1	i	i
Cc1ccc(-n2nc3c(=O)n(C(C)C(=O)NCCc4cccs4)nc(C)c3c2C)cc1 (stereo not given)	-5.5*	i
COc1ccc2sc(NC(=O)CC(C)C)nc2c1	i	i
COc1cccc(N(CC(=O)NCc2cccnc2)S(C)(=O)=O)c1	i	i
COc1cccc(-c2ccc(NC(=O)C3CCCN(Cc4cc(C)[nH]n4)C3)cc2)c1 (stereo not given)	i	i

The listing, from the start:
SMILES	CHT inh	KCNQ2 inh
O=C(CN1C(=O)S/C(=C\c2cccs2)C1=O)Nc1ccc(O)c(C(=O)O)c1	i	i
Cc1ccc(-n2nc3c(=O)n(C(C)C(=O)NCCc4cccs4)nc(C)c3c2C)cc1 (stereo not given)	-5.5*	i
COc1ccc2sc(NC(=O)CC(C)C)nc2c1	i	i
COc1cccc(N(CC(=O)NCc2cccnc2)S(C)(=O)=O)c1	i	i
COc1cccc(-c2ccc(NC(=O)C3CCCN(Cc4cc(C)[nH]n4)C3)cc2)c1 (stereo not given)	i	i
COc1cc(NC(=O)NS(=O)(=O)c2ccc(C)cc2)cc(OC)c1	i	i
Cn1c(CNC(=O)c2ccccc2F)nnc1SCC(=O)N1CCN(c2ccccc2)CC1	i	i
CCOc1ccc(C2=Nn3c(nnc3-c3ccccn3)SC2)cc1	i	i
Cc1nc2sc(C(c3ccco3)N3CCC(Cc4ccccc4)CC3)c(O)n2n1 (stereo not given)	i	i
COc1ccc(N2CCCC2)c(NC(=O)COc2ccccc2Cl)c1	i	i
CC1(C#N)c2ccccc2C(Br)=CN1C(=O)c1ccccc1 (stereo not given)	i	i
Cc1nnc(SCC(=O)N2CCN(S(=O)(=O)c3ccc(Cl)cc3)CC2)n(N)c1=O	i	i
CCCC(=O)Nc1ccc(Cc2ccc(NC(=O)CCC)c(C(=O)O)c2)cc1C(=O)O	i	i
CS(=O)(=O)c1cnc(-c2ccccc2)nc1Oc1ccc(F)cc1	i	i
CC(SC1=NCCS1)C(=O)Nc1nnc(-c2ccc(Br)cc2)s1 (stereo not given)	i	i
COc1ccc(NC(=O)Cn2nc(C(F)(F)F)c3c2CCCC3)cc1OC	i	i
COc1cc2nc(SCC(=O)c3ccc(Br)cc3)n3nc(C)nc3c2cc1OC	i	i
Cc1nc2c(c(C)nn2-c2ccccc2)c(C)c1CCC(=O)NCCCOC(C)C	i	i
S=C(NCc1ccc(Cl)cc1)Nc1ccccc1	i	i
CCOCCCn1c(SCC(=O)NCc2ccco2)nc2c(sc3ccccc32)c1=O	i	i
Cc1ccc(N2C(=O)C3C4C=CC(CC4)C3C2=O)c([N+](=O)[O-])c1 (stereo not given)	i	i
CC1(C(=O)NC2CCCC2)CCC(=O)N1Cc1ccccc1Cl (stereo not given)	i	i
COc1ccc(CNC(=S)Nc2ccccc2)cc1	i	i
COC(=O)Nc1ccc(S(=O)(=O)NCCO)cc1	i	i
O=C1CC(N(Cc2ccco2)C(=O)Nc2ccc(F)cc2)C(=O)N1c1ccc(F)cc1 (stereo not given)	i	i
O=C(NCCc1ccccc1)C(=O)NCC1CCCO1 (stereo not given)	i	i
O=C(CSc1nc2ccccc2c(=O)n1C1CC1)NCc1ccccc1	-5.1*	i
COC(=O)CSc1nc2nc(-c3cccs3)cc(C(F)(F)F)c2c(=O)[nH]1	i	i
COC(=O)[C@H]1C[C@@H]1[C@H](NS(=O)(=O)c1ccc2ccccc2c1)c1ccccc1	i	i
O=c1[nH]cnc(O)c1C(c1ccc(F)cc1)c1c(O)nc[nH]c1=O	i	i
O=C(NC1CCCCCCC1)c1cc(COc2ccc3ncccc3c2)on1	nt	i
Cc1cccc2sc(NC(=O)CN(C)S(=O)(=O)c3cccs3)nc12	i	nt
Cc1ccccc1NC(=O)CC1SC(=O)N(c2ccccc2)C1=O (stereo not given)	i	i
CC1CCCC(C)N1C(=O)Cn1cnc2cc([N+](=O)[O-])ccc2c1=O (stereo not given)	i	i
Cc1[nH]c2ccccc2c1CCO	i	i
CN(CCOc1ccccc1)CC(=O)Nc1cccc(Br)c1	i	-6.3*
CCn1cc(C(=O)O)c(=O)c2cc(F)c(N3CCN(C(=S)NC(=O)c4ccccc4F)CC3)cc21	i	i
CC1Oc2ccccc2N(CC(=O)N2CCCc3ccccc32)C1=O (stereo not given)	i	i
COC(=O)CCCC1=CC2=CC(=O)C(C)(OC(=O)c3cccs3)C(=O)C2=CN1Cc1ccccc1 (stereo not given)	i	i
COc1ccc(S(=O)(=O)NCC(=O)NCCc2ccc(OC)c(OC)c2)cc1	i	i
Cc1cccc(CSc2ncc(CO)n2C)c1	i	i
C/C(=C\C(=O)c1c(O)cc(C)oc1=O)N(C)C	i	i
Cn1cc(/C=N/n2cnc3scc(-c4ccccc4)c3c2=O)c2ccccc21	i	i
COCC1CCN(C(=O)CCc2nnc(C3(c4ccc(Cl)cc4)CCC3)o2)C1 (stereo not given)	i	i
C=C(C)CSc1nc2nc(C)c(Br)cc2[nH]1	i	i
CC(C)OC(=O)C(C#N)c1nc2ccccc2nc1N1CCN(Cc2ccccc2)CC1 (stereo not given)	i	i
CCOC(=O)CSc1nc(=O)n2cc(C)ccc2n1	i	i
O=C(NCc1ccco1)Nc1ccc(OC(F)(F)F)cc1	i	i
O=C(CCc1ccccc1)N=C1SC2CS(=O)(=O)CC2N1Cc1ccc(F)cc1 (stereo not given)	i	i
C=CCn1c(SCc2nc3ccccc3[nH]2)nnc1-c1ccncc1	i	i
COc1ccc(-c2csc(N3CCC(c4ccccc4)CC3)n2)cc1	i	i
CN(C(=O)CSc1cn(CC(=O)N2CCOCC2)c2ccccc12)c1ccccc1	i	i
O=C(CN(c1ccc(F)cc1)S(=O)(=O)c1ccc2c(c1)OCCO2)Nc1ccccc1	i	i
CCc1ccc(NC(=O)CN(c2ccc(OC)cc2)S(=O)(=O)c2c(C)nn(C)c2C)cc1	i	i
Cc1cc(=O)oc2cc(OCC3CC(c4ccc(N(C)C)cc4)=NO3)ccc12 (stereo not given)	i	i
C/C(CC(=O)Nc1ccc2c(c1)OCCO2)=N\NC(=O)C(=O)Nc1ccccc1C	i	i
CC(C)CCOc1ccc(C(=O)NN2C(=O)NC3(CCCCC3)C2=O)cc1	i	i
O=C(NCc1ccc2c(c1)OCO2)C1CCCN(S(=O)(=O)c2cccnc2)C1 (stereo not given)	i	i
NC(N)=N/N=C/c1ccc(Cl)c(Cl)c1	-5.4*	i
CCCCOP(=O)(OCCCC)C(Nc1ccc(C(=O)OCC)cc1)c1ccncc1 (stereo not given)	i	-5.7*
Next part
SMILES	CHT inh	KCNQ2 inh
Cc1cccc(N2CCN(C(=O)C(C)C)CC2)c1C	i	i
Nc1nnc(-c2cccnc2)s1	i	i
Cc1ccc(N2CCN(S(=O)(=O)c3ccc4c(c3)oc(=O)n4C)CC2C)cc1 (stereo not given)	i	i
Cc1cc(C)cc(N(C(=O)CCC(=O)Nc2ccccn2)C(C(=O)NC(C)C)c2ccc(O)cc2)c1 (stereo not given)	i	i
COc1ccc(C)cc1NC(=O)CSc1nnc(COc2ccc(Cl)cc2)n1Cc1ccco1	i	i
COc1cc2c(C(=O)NCc3ccc(C)o3)cn(CC(C)C)c(=O)c2cc1OC	i	i
COc1ccc(CC(=O)N2N=C(C)CC2(O)C(F)(F)F)cc1 (stereo not given)	i	i
CC(OC(=O)CCC(=O)c1cccs1)C(=O)Nc1ccc(Cl)cn1 (stereo not given)	i	i
FC(F)Oc1ccc(NC(=S)NNc2ccnc3cc(Cl)ccc23)cc1	i	i
O=C1CC(C(=O)N2CCOCC2)C2(CCCC2)O1 (stereo not given)	i	i
CCOC(=O)C1=C(c2ccccc2)NC(=O)N(C(C)=O)C1c1cccc([N+](=O)[O-])c1 (stereo not given)	i	i
CCOc1ccc(NC(=S)Nc2ccc3nsnc3c2)cc1	i	i
CC1CCCCN1S(=O)(=O)c1csc(C(N)=O)c1 (stereo not given)	i	i
CC(NC(=O)C(NS(=O)(=O)c1cccc2nsnc12)C(C)C)c1ccccc1 (stereo not given)	i	i
COc1ccc(C)cc1-n1nnnc1SCC(=O)NNC(=O)c1ccc([N+](=O)[O-])cc1	i	i
C=CCN1C(=O)C2(OCCCO2)c2cccc(Cl)c21	i	i
CCCCN1C(=O)/C(=C/C=C2/CC(C)(C)CN2C)SC1=S	i	i
CCOC(=O)N1CCN(C(=O)CCS(=O)(=O)c2ccc3c(c2)CCN3C(=O)CC)CC1	i	i
COC(=O)c1ccc(S(=O)(=O)NCc2ccc(S(N)(=O)=O)cc2)o1	i	i
CCN1CCN(c2ccc(NC(=O)CCc3c(C)nc4c(-c5ccc(F)cc5)c(C)nn4c3C)cc2)CC1	i	i
Cc1ccc(-c2cnc3c(Cl)c(C)nn3c2)cc1	i	i
CC(=O)Nc1ccc2c(c1)NC(=O)CC2	i	i
O=C(ONC1=NCCCCC1)c1cccc([N+](=O)[O-])c1	i	i
CSCCC(NC(=O)c1ccc(Cl)c([N+](=O)[O-])c1)C(=O)N1CCN(C/C=C/c2ccccc2)CC1 (stereo not given)	i	i

The list goes on; it opens with the 7 that closed the last part.
SMILES	CHT inh	KCNQ2 inh
CCOC(=O)N1CCN(C(=O)CCS(=O)(=O)c2ccc3c(c2)CCN3C(=O)CC)CC1	i	i
COC(=O)c1ccc(S(=O)(=O)NCc2ccc(S(N)(=O)=O)cc2)o1	i	i
CCN1CCN(c2ccc(NC(=O)CCc3c(C)nc4c(-c5ccc(F)cc5)c(C)nn4c3C)cc2)CC1	i	i
Cc1ccc(-c2cnc3c(Cl)c(C)nn3c2)cc1	i	i
CC(=O)Nc1ccc2c(c1)NC(=O)CC2	i	i
O=C(ONC1=NCCCCC1)c1cccc([N+](=O)[O-])c1	i	i
CSCCC(NC(=O)c1ccc(Cl)c([N+](=O)[O-])c1)C(=O)N1CCN(C/C=C/c2ccccc2)CC1 (stereo not given)	i	i
COc1ccc(OCCCC(=O)OCC(=O)NNC(=O)c2ccc([N+](=O)[O-])cc2)cc1	i	i
CCCCCCNc1nc(NCc2ccco2)nc(OCC)n1	i	-6.1*
CNc1nc(N)c([N+](=O)[O-])c(NCCO)n1	i	i
COc1ccc(C(=O)OCC(=O)N(C)C2CCS(=O)(=O)C2)cc1S(=O)(=O)N1CCCc2ccccc21 (stereo not given)	i	i
CCCC(=O)c1ccc(N2CCCCCC2)c(F)c1	i	i
COc1cccc(/C=N/NC(=O)Cn2cnc3c2c(=O)n(C)c(=O)n3C)c1	i	i
CCn1cc(C(=O)Nc2ccc(NC(=O)c3ccco3)cc2)c(=O)c2ccc(C)nc21	i	i
CCOc1cc(/C=C/C(=O)O)ccc1OCCOc1ccccc1	i	i
CCC(C)N1CC(=O)N2C(c3ccc(OC)cc3OC)c3[nH]c4ccccc4c3C[C@H]2C1=O (stereo not given in full)	i	i
CCOCCCNC(=S)N1CCCN(c2nc3cc(C)c(C)cc3cc2C#N)CC1	i	i
Cc1cccc2c1N(CCOc1ccc(C(C)(C)C)cc1)C(=O)C2=O	i	i
CSc1nc(O)c(/C=C2\C=Nc3ccccc32)[nH]1	i	i
COc1ccc(CNc2nc3ccccc3n2C(C)C)cc1	i	i
CCn1c(-c2ccccc2)c(C(=O)O)c2ccccc21	i	i
O=c1c2[nH]c3ccc(Br)cc3c2ncn1Cc1ccncc1	i	i
O=S(=O)(c1ccc(NC(=S)N/N=C/c2c3ccccc3cc3ccccc23)cc1)N1CCOCC1	i	i
CN(Cc1ccco1)S(=O)(=O)c1nnc(NC(=O)c2ccc(F)cc2)s1	i	i
COc1ccc(/C=C/C(=O)NC(=S)Nc2ccc(S(N)(=O)=O)cc2)cc1OC	i	i
CCN(CC)C(=O)CSc1nnc(-n2nc(C)cc2C)c2ccccc12	i	i
CN(C)CCCN1CC(C(=O)O)CC1=O (stereo not given)	i	i
Nc1ccc(-c2nnn(CC(=O)N3CCCCC3)n2)cc1	i	i
CCn1c(=O)c2c(nc3n2CCS3)n(C)c1=O	i	i
CCCn1cc(S(=O)(=O)c2ccc(Cl)cc2)c(=O)c2cc(OC)ccc21	i	i
COc1ccc(C)cc1-n1nnnc1SCC(=O)Nc1cccnc1Cl	i	i
Cc1cccc(C(=O)N[C@@H]2c3ccccc3C[C@@H]2O)n1	i	i
Cc1nc2c(s1)sc1ccccc12	i	i
COc1ccccc1NC(=O)C(=O)NCC(c1ccco1)N1CCc2ccccc2C1 (stereo not given)	i	i
O=C1CCC([N+](=O)[O-])C(c2ccc(F)c(Br)c2)N1 (stereo not given)	i	i
O=C(CSCc1ccccc1)Nc1cccc(F)c1	i	i
NCc1ccc2[nH]c(=O)[nH]c2c1	i	i
CC1(C)NC(=O)N(CCOCCOc2c(Cl)cc(Cl)cc2Cl)C1=O	i	i
COP(=O)(OC)C(Nc1ccc(C)cc1)c1ccc([N+](=O)[O-])cc1 (stereo not given)	i	i
COc1ccc(NC(C)=O)cc1NC(=O)CSc1nnc(-c2ccc(F)cc2)n1N	i	i
CCOC(=O)C1=C(c2ccccc2)N=c2s/c(=C\c3cc(OC)c(OC)c(OC)c3)c(=O)n2C1c1cccs1 (stereo not given)	i	i
CCn1c2ccccc2c2cc(NC(=O)c3ccc(C)c([N+](=O)[O-])c3)ccc21	i	i
CCN(CC)CCN1C(=O)Cn2c(C)c(C)c3cccc1c32	i	i
NS(=O)(=O)c1ccc(NC(=O)CSc2nc(Nc3ccccc3)nc(N3CCOCC3)n2)cc1	i	i
COC(=O)c1cc(CNC(=O)c2cccc(Cl)c2Cl)ccc1OC	i	i
COc1nc(N)nc(N)c1NS(=O)(=O)c1ccc(C)cc1	i	i
CCNC(=S)Nc1ccc(Cl)cc1Cl	i	i
